# TSG101-PTAP inh: blocks PTAP/TSG101 interaction to inhibit HIV-1 budding | Q99816 | Fluorescence polarization, FITC-PTAP peptide / Tsg101 binding | Potency, µM (titrated, usually from 115 µM), for the others: at the top dose activity change, negative = inhibition, usual class: inhibitors | 340,000 tested, under 10 active | AID 493005; active = well fitted inhibition curve with a large enough effect in the main read-out, with a control signal flat, not every such curve was filed as active; inconclusive = small, poorly fitted or top-dose-only effect, or effect the other way, or a change in a side signal; inactive = no such curve, though single readings can be large or run the other way; note: potency is the fitted concentration of half-maximal effect; % of control where 0% means no effect
# Target sequence (Q99816 whole entry, looked up): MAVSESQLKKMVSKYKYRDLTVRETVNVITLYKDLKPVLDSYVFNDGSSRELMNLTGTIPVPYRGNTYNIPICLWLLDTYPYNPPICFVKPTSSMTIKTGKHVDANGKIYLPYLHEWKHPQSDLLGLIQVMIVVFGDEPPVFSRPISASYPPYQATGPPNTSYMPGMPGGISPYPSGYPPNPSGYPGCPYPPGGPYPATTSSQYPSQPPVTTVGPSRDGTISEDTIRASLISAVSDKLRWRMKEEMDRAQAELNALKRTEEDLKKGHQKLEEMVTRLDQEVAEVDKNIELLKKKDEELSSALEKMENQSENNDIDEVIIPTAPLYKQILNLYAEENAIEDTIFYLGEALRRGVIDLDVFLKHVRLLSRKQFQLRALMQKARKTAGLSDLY
#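 Tsg101 binding domain (10 uM final) was mixed with compound and a FITC-labeled PTAP peptide (50 nM final) in HEPES pH 7.5 buffer with NaCl, Tween 20, EDTA and TCEP; fluorescence polarization was read after 20 min at r.t.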
# TSHR antag: antagonists of human thyroid stimulating hormone receptor; P16473; TSHR-expressing cells, TSH-stimulated cAMP HTRF, 2 h; hits give low values; activity change, negative = inhibition, % at 11.5 µM; 330,000 compounds, 0.2% hits; AID 504810;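 active = activity change below a set negative limit, meaning inhibition stronger than a set level, cut at about -70% in these data; inconclusive = activity change between two set negative limits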; note: % is set by controls: 0 for no effect and ±100 for the full control effect
#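 Freshly harvested TSHR cells receive pin-tooled compound, then EC80 TSH at 4nM final. After 2 hours at 37 deg C, antibody in lysis buffer and cAMP-d2 are added; 30 minutes at ambient temperature precede the HTRF read.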
# Tb PFK inh: T. brucei PFK enzyme inhibition; O15648; T. brucei PFK, ADP-Glo luminescence; Potency, µM (series often up to 57.5 µM), for the others: at the top dose activity, negative = inhibition, most hits filed as inhibitors; 330,000 compounds, 0.17% hits;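 note: potency is the fitted concentration of half-maximal effect; 0% = uninhibited 1x PFK enzyme wells and -100% = no-enzyme wells; nearly all actives have a fitted effect of over 60% in size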
# Target sequence (O15648 whole entry, looked up): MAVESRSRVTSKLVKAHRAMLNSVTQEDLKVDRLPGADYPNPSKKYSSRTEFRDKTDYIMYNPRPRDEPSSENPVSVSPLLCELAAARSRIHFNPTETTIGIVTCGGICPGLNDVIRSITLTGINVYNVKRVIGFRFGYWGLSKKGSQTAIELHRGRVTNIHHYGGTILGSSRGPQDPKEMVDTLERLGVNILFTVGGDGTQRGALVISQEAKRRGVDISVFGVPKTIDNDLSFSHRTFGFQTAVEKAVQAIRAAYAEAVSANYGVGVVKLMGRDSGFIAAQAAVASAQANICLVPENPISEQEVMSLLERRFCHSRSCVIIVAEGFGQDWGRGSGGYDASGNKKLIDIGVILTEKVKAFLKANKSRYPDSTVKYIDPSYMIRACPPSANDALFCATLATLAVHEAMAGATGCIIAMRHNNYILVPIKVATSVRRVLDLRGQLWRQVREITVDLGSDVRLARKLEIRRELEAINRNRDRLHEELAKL
#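 In TEA buffer at pH 8.0 with 5 mM MgCl2, enzyme (1.25 nM) converted F6P (0.5 mM) and ATP (0.1 mM) for 45 min at room temperature. ADP product was read by luciferase luminescence.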
# TCR activator: activates T cell receptor signaling. primary human leukocytes, anti-CD3, IL-2 HTRF, 48 h. Potency, µM (doses to about 9.22 µM), inactives show at the top dose activation of IL-2 secretion, actives largely listed as activators. 330,000 tested, under 10 active. AID 504894; note: % of control where 0% means no effect
#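 Compounds are tested in HTS on primary human leukocytes co-incubated with a-CD3 beads for 48 hr. IL-2 output is measured by time-resolved FRET.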
# BCR signal inh: chronic active BCR signaling inhibition; ABC-DLBCL IkBa-CBG/CBR reporter, luminescence ratio, 4 h; Potency, µM (highest dose often 46.1 µM), inactives show at the highest dose ratio change, negative = lower green/red ratio, usual class: inhibitors; 340,000 compounds, 0.05% hits; AID 493014; active = well fitted inhibition curve with a large enough effect in the signal ratio, with a control signal flat, not every such curve was filed as active; inconclusive = small, poorly fitted or top-dose-only effect, or effect the other way, or a change in a side signal; the % refers to the signal ratio;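 note: potency is the fitted concentration of half-maximal effect; plate controls were basal doxycycline-induced cells for no effect and cells given 10 µM MG132 for full effect; MG132 reads +100%, hits lower the ratio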
#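 Compounds up to 46 uM were incubated four hours with TMD8 cells whose green CBG68 luciferase is fused to IkappaBalpha; red CBR luminescence normalised the signal, and concentration-effect curves were fitted to fusion, red and ratio data.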
# AT treatment: potential ataxia-telangiectasia treatment; […] A-T fibroblasts, KAP-1 phosphorylation AlphaLISA; neocarzinostatin DNA damage 30 min before lysis; Potency, µM (top dose mostly 57.5 µM), without a hit: top-dose activation, actives largely listed as activators; 320,000 compounds, 0.19% hits; AID 485349; note: potency is the fitted concentration of half-maximal effect; % of control where 0% means no effect; nearly all actives have a fitted effect of over 45% in size
#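 hTERT-immortalized A-T patient fibroblasts ([…]), 500 cells/well in OPTI-MEM, 1% FBS, got compounds for 60 min, then NCS for 30 min at 37C. Lysates were then assayed for phospho-KAP-1 by AlphaLISA (anti-pKAP1 donor, anti-KAP1 acceptor beads), 6 hr at 25C.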
# a7 integrin act: activators of alpha7 integrin expression for muscular dystrophy; 350,000 compounds, 0.064% hits; Potency, µM (highest dose often 38.3 µM), inactives show top-dose activation, usual class: activators; AID 624291; alpha7betagal myoblasts, beta-gal FDG fluorescence, 48 h;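 note: potency is the fitted concentration of half-maximal effect; 100% = response of the positive control SU9516; nearly all actives have a fitted effect of over 60% in size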
#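 alpha7betagal+/- myoblasts (passage 13, 250/well) treated 48 h at 37C with compounds at 1:260 dilution of DMSO stock. Lysed, then beta-galactosidase activity read as FDG fluorescence (ex 480/em 540) after 30 min, with pre-read for autofluorescence.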
# Mito fusion yeast: inhibitors of mitochondrial division or activators of mitochondrial fusion. S. cerevisiae fusion-defective mutant growth rescue, CellTiterGlo 48 h. Potency, µM (doses to about 46.1 µM), without a hit: at the top dose growth rescue (activation), usual class: activators. 320,000 compounds, 0.23% hits. AID 485298;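 note: potency is the fitted concentration of half-maximal effect; % of control where 0% means no effect; nearly all actives have a fitted effect of over 45% in size; temperature-sensitive fusion mutants such as fzo1-1 at 37 °C on non-fermentable ethanol glycerol medium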
#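 Read-out: ATP-based luminescence (CellTiterGlo, 10 min ambient) reporting growth of fusion-defective ts yeast after 48 hours at 37C on glycerol/ethanol YPEG medium in the presence of compound.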
# S-ASM inh: inhibitors of human secretory acid sphingomyelinase; 340,000 compounds, 0.006% hits; AID 504937; Potency, µM (highest dose often 57.5 µM), for the others: at the top dose activity change, negative = inhibition, hits mostly inhibitors; placental ASM, HMU-PC fluorogenic substrate, 60 min; P17405; note: potency is the fitted concentration of half-maximal effect
#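 qHTS format. ASM enzyme prepared from human placenta hydrolyses the fluorogenic substrate HMU-PC0 (9 uM final) over 60 min at 37 °C after a 10 min compound preincubation.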
# Eya2 phos inh: Eya2 (human) phosphatase inhibition | Potency, µM (top dose mostly 76.9 µM), for the others: at the top dose activity, negative = inhibition, hits mostly inhibitors | recombinant Eya2, OMFP fluorescence dephosphorylation (OMFP is methylfluorescein phosphate) | 330,000 compounds, 0.006% hits | AID 488837; note: potency is the fitted concentration of half-maximal effect; % is set by controls: 0 for no effect and ±100 for the full control effect
#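 Eya2 (0.2 uM) preincubated 10 min at ambient with compound, then OMFP substrate added at 50 uM; 10 min reaction in 50 mM HEPES pH 7.5, 50 mM NaCl, 5 uM MgCl2, 0.05% BSA, 1 mM DTT. Fluorescence read at Ex 485/Em 525 nm.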
# ELG1 repair inh: blocks ELG1-dependent DNA repair in HEK293T cells. HEK293T ELG1-luciferase reporter, luminescence, 16 h; DNA damage induced by 5-fluorouridine. 330,000 compounds, 2.3% hits. Potency, µM (titrated, usually from 46.1 µM), for the others: at the highest dose activity change, negative = inhibition, actives largely listed as inhibitors; note: potency is the fitted concentration of half-maximal effect; % is set by controls: 0 for no effect and ±100 for the full control effect; nearly all actives have a fitted effect of over 55% in size
#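 DMSO vehicle served as the neutral condition. Each well held 2,000 cells given 5-fluorouridine plus compound; after 16 hr at 37 °C/5% CO2, ONE-Glo was added and luciferase measured 30 min later.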
# Numbers without * were called inactive; u = inconclusive; x = not tested or not shown; [ ] = dose if it differs, or a comment. Unless noted, calls come from the whole dose curve; as a rule, active = well fitted curve in the direction sought with a large enough effect; inconclusive = small, poorly fitted or top-dose-only effect, or another doubt; inactive = no such curve, though single readings can be large; an effect the other way counts as inactive or inconclusive.
# Every second line gives: TSHR antag, AT treatment, TCR activator, TSG101-PTAP inh, Eya2 phos inh, BCR signal inh, S-ASM inh, Tb PFK inh, a7 integrin act, Mito fusion yeast, ELG1 repair inh
C=C1CCC2C(C)(C)[C@H](O)CC[C@@]2(C)[C@@H]1COc1cc(=O)oc2ccccc12 (some centres undefined)
 : -7, 4%, 4%, -6%, -4%, -14%, u, -2%, 10%, 14µM*, u
O=C(CCCN1C(=O)C2CC=CCC2C1=O)Nc1ccccc1Cl (centres undefined)
 : 8, 14%, 0%, 2%, 6%, -2%, 3%, -6%, -14%, 0%, u
CCC(C)NCC(=O)Nc1ccc([N+](=O)[O-])cc1C(=O)Nc1ccccc1F (centres undefined)
 : -8, -1%, 5%, 1%, 3%, 5%, -1%, -7%, 0%, -6%, u
O=C(Nc1nc2ccsc2c(=O)s1)c1ccc(F)cc1Cl
 : -6, 0%, 3%, -8%, -7%, 12%, 12%, u, 0%, 0%, u
O=C(NCCCCc1ccccc1)Nc1cccc(F)c1
 : -8, -10%, 7%, -2%, -15%, -2%, -2%, -1%, -15%, 4%, -1%
O=c1c2[nH]c3ccc(F)cc3c2ncn1CCN1CCOCC1
 : -4, 10%, -2%, -2%, 13%, 4%, 5%, 0%, 21%, 1%, u
C=CCn1c(Cc2ccccc2)nc2c(cnn2-c2ccccc2)c1=O
 : -3, 9%, 0%, -3%, 12%, -1%, -10%, -3%, 6%, 12%, 21µM*
CCC(C)NS(=O)(=O)c1ccc(S(=O)(=O)N(CC(=O)Nc2ccccc2)CC2CCCO2)cc1 (centres undefined)
 : -1, -1%, -2%, 0%, -9%, -7%, 0%, 1%, 1%, -1%, -23%
Cc1csc(NC(=O)CSc2ncc(-c3ccccc3)[nH]2)n1
 : 1, -10%, 1%[46.1 µM], -1%, -2%, 18%, -1%, -1%, -1%, 6%, 20%
COC(=O)c1c(NC(=O)COC(=O)CCS(=O)(=O)c2ccc(C)cc2)sc(C)c1C
 : 0, 2%, -1%[46.1 µM], -1%, 1%, -3%, 0%, 5%, -13%, 1%, -3%
COc1ccc(N2CCN(C(=O)c3ccc(N4CCCCS4(=O)=O)cc3)CC2)cc1
 : 9, 1%, 0%, -1%, 0%, 15%, -1%, -2%, -28%, -8%, -8%
CC(C)=CCN1CCN(Cc2ccc(Sc3nncn3C)o2)CC1CCO (centres undefined)
 : 0, 3%, 7%, 1%, 11%, u, 2%, -1%, -2%, 2%, u
Cn1cc(C(=O)c2ccc(F)cc2)cc1-c1nc2ccccc2n1C
 : -12, -4%, -7%, -8%, -11%, u, 4%, -5%, -5%, 12%, u
Cc1ccc(-c2nc(CS(=O)(=O)CC(=O)NCc3ccc4c(c3)OCO4)c(C)o2)cc1
 : -11, -1%, 0%, 7%, -2%, -1%, 77%, 0%, -23%, 1%, 7%
Cc1ccc(F)c(CNC(=O)C2CCC(=O)N(CCN3CCOCC3)C2)c1F (centres undefined)
 : 10, 8%, -2%, -5%, -3%, 6%, 2%, 3%, 15%, 0%, 22%
CCOC(=O)c1c(NC(=O)c2cccs2)sc2c1CC(C)(C)OC2
 : -12, 10%, -4%, -8%, 17%, u, 12%, 2%, -20%, 12%, 9.2µM*
O=C(Cc1c(O)c2ccccc2[nH]c1=O)OC1CCCCC1
 : -5, 9%, 5%, -8%, 11%, 3%, 4%, -5%, u, 8%, 10%
CCN1CCn2c3c(c4cccc(C)c42)CCCC31 (centres undefined)
 : -5, 1%, x, 0%, u, -2%, -2%, 0%, 2%, -2%, -2%
CCOC(=O)C(=NC(C)CC)NNc1cccc(C(F)(F)F)c1 (centres undefined)
 : 34, u, 3%[46.1 µM], -1%, -5%, u, 11%, -1%, -18%, -4%, 2%
CCN(CC)C(=O)c1cnn(-c2ccccc2)c1NC(=O)c1ccccc1F
 : -12, 7%, 3%[46.1 µM], -5%, 5%, -13%, 1%, -3%, -15%, 22%, -10%
O=C(Nc1nccs1)NC(C(F)(F)F)C(F)(F)F
 : 16, x, 0%, -2%, 22%, u, -6%, -8%, 14%, -1%, -7%
C#CCOCCOCCOCCNc1nc(N2CCN(C(=O)CCCCCCCCCCNC(=O)[C@@H](CCSC)n3cc(CCO)nn3)CC2)nc(N2CCN(C(=O)CCCCCCCCCCNC(=O)[C@H](CO)n3cc(CCCCCN)nn3)CC2)n1
 : 1, -4%, -4%, x, -18%, u, -7%, -8%, -6%, -15%, -22%
CCCNC(=O)c1ccc(Cn2c(=S)[nH]c3c([nH]c4ccc(OC)cc43)c2=O)cc1
 : -3, x, 2%[46.1 µM], -1%, 1%, -13%, 4%, 0%, 4%, 3%, u
OC(CNCC1CCCO1)COc1ccc(OCC(O)CNCC2CCCO2)cc1 (centres undefined)
 : -15, 6%, 4%[46.1 µM], -3%, 1%, -11%, 2%, 1%, 0%, 0%, -2%
COc1ccccc1-n1c(SCC(N)=O)nc2sc3c(c2c1=O)CCC3
 : 11, u, 0%, 1%, 11%, u, -1%, 1%, 7%, 0%, 0%
Cc1ccccc1NC(=S)NCc1ccc2c(c1)OCO2
 : -5, 2%, -1%, -1%, 7%, 0%, 5%, -5%, -21%, -10%, 3%
O=C(NCC(=O)N1CCN(c2ncccn2)CC1)c1ccc(F)cc1
 : 57, 2%, 0%, -3%, 3%, -2%, -1%, 4%, 0%, -3%, 0%
Cc1cccc(C)c1NC(=O)c1ccc(CN2CCc3ccccc3C2)cc1
 : 7, 8%, -4%, -2%, -2%, -19%, 4%, -5%, -16%, 1%, -26%
CNC(=O)COc1coc(CN2CCN(c3ccc(F)cc3)CC2)cc1=O
 : 10, -2%, -13%, 0%, 4%, -1%, -1%, 3%, -20%, -1%, 6%
COc1ccc(OC)c(-c2csc(NC(=O)Cc3ccccc3F)n2)c1
 : 52, 4%, 3%, 0%, 7%, 10%, -19%, -2%, 2%, -36%[inhibitor], u
CNCCCOc1cccc(OC(C)C)c1
 : 3, -1%, 0%, 0%, 20%, 21%, 1%, 1%, -28%, -3%, u
COc1cccc(C2=CC(c3ccc(C)cc3)n3ncnc3N2)c1 (centres undefined)
 : -13, 7%, x, x, 14%, 11%, x, -2%, x, -21%, -6%
CSc1ncccc1C(=O)OCC(=O)c1ccc[nH]1
 : 8, 2%, x, -6%, 8%, -6%, -1%, 3%, 11%, x, 4%
CCOC(=O)N1CCN(C(=O)c2cc(OC)c(OC)c(OC)c2)CC1
 : 8, -3%, -1%, -2%, 4%, 4%, 1%, 0%, -25%, 1%, -11%
CC(C)c1ccc(Cc2nnc(NCCCO)[nH]c2=O)cc1
 : 49, 10%, -1%, -3%, 1%, -2%, 3%, 0%, 8%, 1%, 0%
CCOC(=O)CNC(=O)c1c(C)nn(C)c1Cl
 : 8, 1%, 3%, -5%, -1%, -3%, 4%, 2%, 0%, -2%, u

# Three compounds drawn at random from those above, as already listed:
# Every second line gives: TSHR antag, AT treatment, TCR activator, TSG101-PTAP inh, Eya2 phos inh, BCR signal inh, S-ASM inh, Tb PFK inh, a7 integrin act, Mito fusion yeast, ELG1 repair inh
CC(C)c1ccc(Cc2nnc(NCCCO)[nH]c2=O)cc1
 : 49, 10%, -1%, -3%, 1%, -2%, 3%, 0%, 8%, 1%, 0%
CNCCCOc1cccc(OC(C)C)c1
 : 3, -1%, 0%, 0%, 20%, 21%, 1%, 1%, -28%, -3%, u
CSc1ncccc1C(=O)OCC(=O)c1ccc[nH]1
 : 8, 2%, x, -6%, 8%, -6%, -1%, 3%, 11%, x, 4%
